# DNA FID counter = counter-screen for HCV NS3 helicase inhibitors: DNA intercalator displacement; DNA fluorescent intercalator displacement, fluorescence; inhibition, % at 7.9 µM; actives 0.17% (n = 290,000); in the data active = inhibition above about 37%;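 also: 0% = vehicle and 100% = reference compound; higher means more ethidium bromide displaced from hairpin DNA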
# PHOSPHO1 inh = inhibitors of human PHOSPHO1 phosphatase. Q8TCT1. recombinant PHOSPHO1, absorbance phosphatase assay. inhibition, % at 13.3 µM. actives 1.1% (n = 290,000). AID 1565; in the data active = inhibition above about 60%
# Target sequence (Q8TCT1 whole entry, looked up): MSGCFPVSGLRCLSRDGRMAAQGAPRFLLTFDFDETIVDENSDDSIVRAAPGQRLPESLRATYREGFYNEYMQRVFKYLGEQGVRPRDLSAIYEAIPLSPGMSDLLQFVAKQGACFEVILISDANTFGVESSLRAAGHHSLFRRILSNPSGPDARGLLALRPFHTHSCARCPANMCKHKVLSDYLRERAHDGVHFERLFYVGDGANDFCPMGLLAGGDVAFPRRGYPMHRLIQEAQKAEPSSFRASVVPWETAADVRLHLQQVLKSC
# OXTR ag = human OXTR agonism; actives 0.32% (n = 320,000); activation, % at 3 µM; P30559; CHO-OTR cells, Fluo-8 calcium fluorescence; normalized: DMSO 0%, oxytocin 100%;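 active = activation above the mean of all tested compounds plus 3 SD, cutoff set per screening run, cut at about 20% in these data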;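 also: peak over basal fluorescence ratio from a 100 s FLIPR kinetic read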
# M18AAP inhibitor = blocks P. falciparum M18 aspartyl aminopeptidase | actives 1.2% (n = 290,000) | AID 1822 | inhibition, % at 7.35 µM | recombinant PfM18AAP, H-Glu-NHMec fluorogenic cleavage;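 active = inhibition above the campaign mean inhibition over all tested compounds plus 3 SD, cut at about 28% in these data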;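 also: 0% = plate median of test compound wells and 100% = 2 mM ZnCl2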
# MEKK2 WT-MEK5 = raises or lowers MEK5 binding to wildtype human MEKK2 PB1 domain; Q9Y2U5; bead flow cytometry, Alexa488-MEK5 binding to MEKK2 WT; actives lie on both sides; binding response (% of control), % at 10 µM; actives 1.1% (n = 290,000); in the data active = binding response below about 67% or above about 130%
# MEKK2 mut-MEK5 = signal of MEK5 binding to mutant human MEKK2 PB1 domain. percent response, % at 10 µM. actives 0.35% (n = 290,000). bead flow cytometry, Alexa488-MEK5 binding to MEKK2 mutant; in the data active = percent response above about 24%, passing the limit was not always enough; also: inactives centre near 1; some results filed as inactive read as strong as hits; reference of the scale not given here
# GPR7 antag = antagonists of human GPR7 (neuropeptides B/W receptor 1); AID 1861; GPR7-expressing cells, fluorescence antagonist assay; actives 1.1% (n = 290,000); inhibition, % at 4.4 µM; P48145; in the data active = inhibition above about 16%, passing the limit was not always enough;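 also: cells stimulated with the agonist NPW; 0% = agonist with vehicle and 100% = vehicle without agonist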
# Target sequence (P48145 whole entry, looked up): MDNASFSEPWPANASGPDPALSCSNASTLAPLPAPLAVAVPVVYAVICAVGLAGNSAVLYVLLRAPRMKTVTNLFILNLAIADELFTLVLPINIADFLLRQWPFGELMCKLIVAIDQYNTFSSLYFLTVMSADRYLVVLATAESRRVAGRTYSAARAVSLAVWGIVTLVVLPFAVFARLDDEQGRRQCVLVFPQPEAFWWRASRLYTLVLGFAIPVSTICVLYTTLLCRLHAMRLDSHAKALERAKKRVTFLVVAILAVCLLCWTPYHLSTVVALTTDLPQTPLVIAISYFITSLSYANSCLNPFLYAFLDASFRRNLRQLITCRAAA
# NALP1 yeast inh = inhibitors of NALP1 inflammasome in yeast; S. cerevisiae NALP1/ASC/caspase-1 growth, X-gal OD620, 72 h; inhibition, % at 10 µM; actives 0.61% (n = 280,000); in the data active = inhibition mostly above about 24%, no sharp cut-off; inactive = mostly below about 32%; also: some compounds called inactive have numbers as strong as hits
# MEKK3 PB1 HTS = MEKK3-MEK5 PB1 interaction, increase or decrease; Q99759; bead-based flow cytometry, Alexa488-MEK5 binding to MEKK3; actives lie on both sides; 0 = blocked by unlabeled MEK5, 100 = vehicle; binding response (% of control), % at 10 µM; actives 1.4% (n = 290,000);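 active = binding response more than 3 SD above or below the average of its plate-row segment, actives on both sides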;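 also: Alexa488 bead fluorescence after subtracting the streptavidin-only scavenger bead signal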
# An asterisk follows results filed as active; . = not tested or not shown.
SMILES,DNA FID counter,PHOSPHO1 inh,OXTR ag,M18AAP inhibitor,MEKK2 WT-MEK5,MEKK2 mut-MEK5,GPR7 antag,NALP1 yeast inh,MEKK3 PB1 HTS
Cn1ccnc1SCC(=O)c1ccc(C#N)cc1,-7,19,1.7,-2,98,0,-5,-21,103
CCn1ccnc1CN(C)Cc1nc(-c2ccc3c(c2)OCO3)no1,-2,18,0.8,-4,116,14,-7,0,107
C=CCN1CCN(C(c2cc(OC)ccc2OC)c2nnnn2CC2CCCO2)CC1 (configuration not stated),3,17,0.4,4,112,10,8,19,108
COc1cc(OC)c(OC)cc1/C=C(\C#N)C(=O)NCc1cccs1,-21,18,.,8,105,1,-11,10,104
OCCN=c1cc(-c2ccccc2)oc2ccc(Cl)cc12,7,6,-0.4,1,103,2,3,11,99
COC(=O)C[C@H]1c2cc(C(F)(F)F)ccc2S(=O)(=O)N1C(C)(C)C,.,.,-1.1,.,97,-2,.,.,87
C=CCn1c(C2CC2)n[nH]c1=S,-3,-24,0.2,10,103,1,5,-8,106
Cc1ccn2c(=O)c(C(=O)O)cnc2c1,2,-2,6.6,0,94,-6,-1,9,98
CCN(CC(=O)NCc1ccc(Cl)cc1)C(=O)NCc1ccc(Cl)cc1,-19,28,-1.0,1,103,9,-9,20,101
Cc1cccc(NC(=O)c2cc(-c3ccc(C)s3)nc3ccccc23)n1,-13,-19,-2.2,5,105,-1,-15,40,105
C=CCn1c(Cc2csc(N)n2)nnc1SCC(=O)Nc1ccc(C(=O)OCC)cc1,-34,42,0.4,0,104,4,10,24,102
Cc1ccc(CSc2nc3[nH]ncc3c(=O)[nH]2)cc1,-1,-2,0.1,18,57,-15,-1,2,52
O=C(NC(=S)Nc1ccc(Br)cc1)C1CCCCC1,-4,9,-0.3,-6,103,1,-13,2,103
CC(C)(C)C(=O)n1nc(-c2ccccc2)oc1=O,1,0,0.5,3,96,-3,-10,26,91
O=C(CSc1nnc(-c2ccc(S(=O)(=O)N3CCCC3)cc2)n1CC1CCCO1)NC1CC1 (configuration not stated),-12,84*,0.2,-5,110,9,-3,28,103
Cc1ncc(C23CC4CC(CC(C4)C2)C3)[nH]1,3,-36,1.3,-4,105,2,-7,18,102
O=S(=O)(NC1CCCCC1N1CCN(c2cccc(Cl)c2)CC1)c1ccccc1 (configuration not stated),19,18,-1.0,6,87,-11,-6,34,92
COc1ccc(OC)c(C2=NOC(C(=O)Nc3cccnc3)C2)c1 (configuration not stated),0,0,0.5,2,94,-7,2,.,93
COC(=O)c1cn(-c2cccc(C)n2)cn1,-3,38,-0.3,-12,79,-25,2,24,75
Cc1ccc2[nH]c(CSc3ccccc3)cc(=O)c2c1,-12,30,3.6,1,102,2,-17,3,103
O=C(N/N=C/c1ccc(-c2ccccc2)o1)c1ccccc1O,-5,23,5.4,0,96,-7,-5,9,96
O=C(OCc1nc2ccc(Cl)cc2n1CCO)c1ccccc1,-14,1,0.9,1,82,-5,1,26,80
CCn1cc(C(=O)NC(C)C)c(=O)c2cc(F)c(N3CCN(C(=O)c4ccco4)CC3)cc21,-50,40,0.7,1,99,1,-8,4,103
COc1ccc([N+](=O)[O-])cc1NC(=O)c1ccc(-n2nc(C)cc2C)cc1,0,43,-0.3,-3,89,-9,5,-9,96
O=C1CN(C(=O)COC(=O)CNS(=O)(=O)/C=C/c2ccccc2)c2ccccc2N1,-16,1,-0.2,-18,96,-5,-2,34*,100
C=CCn1c(-c2cc(Cl)ccc2OC)n[nH]c1=S,-16,92*,-0.3,17,96,-4,-13,4,98
CCNc1ccc(Br)cc(C(=O)/C=C/c2ccccc2Cl)c1=O,-19,.,4.1,22,61,-10,-6,.,89
Cc1nn(-c2ccccn2)c2c1C(c1ccncc1)C1=C(CC(C)(C)CC1=O)N2 (configuration not stated),-21,7,-2.1,-2,103,4,-8,-2,101
CN(C)S(=O)(=O)N1CCC(n2nccc2NC(=O)CCCc2ccccc2)CC1,-22,14,-0.8,-6,109,2,-7,8,102

# Sorted by count of non-hydrogen atoms (descending): part of the list above
SMILES,DNA FID counter,PHOSPHO1 inh,OXTR ag,M18AAP inhibitor,MEKK2 WT-MEK5,MEKK2 mut-MEK5,GPR7 antag,NALP1 yeast inh,MEKK3 PB1 HTS
CCN(CC(=O)NCc1ccc(Cl)cc1)C(=O)NCc1ccc(Cl)cc1,-19,28,-1.0,1,103,9,-9,20,101
COc1cc(OC)c(OC)cc1/C=C(\C#N)C(=O)NCc1cccs1,-21,18,.,8,105,1,-11,10,104
Cn1ccnc1SCC(=O)c1ccc(C#N)cc1,-7,19,1.7,-2,98,0,-5,-21,103

# 12 structures out of the list, arranged by count of non-hydrogen atoms, rising.
SMILES,DNA FID counter,PHOSPHO1 inh,OXTR ag,M18AAP inhibitor,MEKK2 WT-MEK5,MEKK2 mut-MEK5,GPR7 antag,NALP1 yeast inh,MEKK3 PB1 HTS
Cc1ncc(C23CC4CC(CC(C4)C2)C3)[nH]1,3,-36,1.3,-4,105,2,-7,18,102
CC(C)(C)C(=O)n1nc(-c2ccccc2)oc1=O,1,0,0.5,3,96,-3,-10,26,91
O=C(NC(=S)Nc1ccc(Br)cc1)C1CCCCC1,-4,9,-0.3,-6,103,1,-13,2,103
Cc1ccc2[nH]c(CSc3ccccc3)cc(=O)c2c1,-12,30,3.6,1,102,2,-17,3,103
CCNc1ccc(Br)cc(C(=O)/C=C/c2ccccc2Cl)c1=O,-19,.,4.1,22,61,-10,-6,.,89
COc1ccc(OC)c(C2=NOC(C(=O)Nc3cccnc3)C2)c1 (configuration not stated),0,0,0.5,2,94,-7,2,.,93
Cc1cccc(NC(=O)c2cc(-c3ccc(C)s3)nc3ccccc23)n1,-13,-19,-2.2,5,105,-1,-15,40,105
COc1ccc([N+](=O)[O-])cc1NC(=O)c1ccc(-n2nc(C)cc2C)cc1,0,43,-0.3,-3,89,-9,5,-9,96
Cc1nn(-c2ccccn2)c2c1C(c1ccncc1)C1=C(CC(C)(C)CC1=O)N2 (configuration not stated),-21,7,-2.1,-2,103,4,-8,-2,101
O=C1CN(C(=O)COC(=O)CNS(=O)(=O)/C=C/c2ccccc2)c2ccccc2N1,-16,1,-0.2,-18,96,-5,-2,34*,100
C=CCn1c(Cc2csc(N)n2)nnc1SCC(=O)Nc1ccc(C(=O)OCC)cc1,-34,42,0.4,0,104,4,10,24,102
O=C(CSc1nnc(-c2ccc(S(=O)(=O)N3CCCC3)cc2)n1CC1CCCO1)NC1CC1 (configuration not stated),-12,84*,0.2,-5,110,9,-3,28,103

# From PubChem
